Assay outcomes (PubChem BioAssay)
PG9 Ab binder = small molecules binding HIV-1 gp120 antibody PG9. inhibition, % at 6.7 µM. TR-FRET gp120-PG9 antibody binding. 360,000 tested, 0.43% active. AID 624416; in the data active = inhibition above about 8.5%
Rev-erbA mod = Rev-erb alpha (human) modulation; Rev-erbα–FITC-DNA binding, fluorescence polarization, 90 min; 370,000 tested, 0.79% active; P20393; activity, % at 10 µM;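 active = activity above about 14%, limit read from the data; passing the limit was not always enough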;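 note: 0% = DMSO wells with 35 nM protein and 100% = DMSO wells with 750 nM protein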
DAX1 inh-1 = inhibitors of human orphan nuclear receptor DAX1 (NR0B1). P51843. HEK293 Gal4-DAX1 luciferase reporter, luminescence. inhibition, % at 6.75 µM. 340,000 tested, 0.99% active. AID 504766;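 active = inhibition above the mean over all tested compounds plus 3 SD, cut at about 4.2% in these data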;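 note: 0% = DAX1-transfected cells with DMSO and 100% = empty-vector control cells with DMSO; inhibition shows as a rise in luminescence from relieved DAX1 repression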
Target sequence (P51843 207-470 limits assumed): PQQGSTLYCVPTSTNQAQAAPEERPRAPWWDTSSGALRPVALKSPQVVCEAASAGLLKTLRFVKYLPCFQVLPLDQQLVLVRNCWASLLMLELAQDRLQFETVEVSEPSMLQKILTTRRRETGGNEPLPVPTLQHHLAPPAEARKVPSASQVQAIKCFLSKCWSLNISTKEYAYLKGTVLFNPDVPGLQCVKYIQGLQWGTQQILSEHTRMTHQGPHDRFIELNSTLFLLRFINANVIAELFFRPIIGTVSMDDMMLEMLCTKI
HGIII-sPLA2 inh = Blocks human group III sPLA2 activity | Q9NZ20 | QFRET BODIPY PC-A2 liposome hydrolysis, fluorescence | inhibition, % at 12.2 µM | 370,000 tested, 0.56% active | AID 743126;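 active = inhibition above mean plus 3 SD of compounds lying within the high and low control bounds, cut at about 19% in these data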;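 note: 0% = median of test compound wells and 100% = no enzyme DMSO wells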
Target sequence (Q9NZ20 whole entry, looked up): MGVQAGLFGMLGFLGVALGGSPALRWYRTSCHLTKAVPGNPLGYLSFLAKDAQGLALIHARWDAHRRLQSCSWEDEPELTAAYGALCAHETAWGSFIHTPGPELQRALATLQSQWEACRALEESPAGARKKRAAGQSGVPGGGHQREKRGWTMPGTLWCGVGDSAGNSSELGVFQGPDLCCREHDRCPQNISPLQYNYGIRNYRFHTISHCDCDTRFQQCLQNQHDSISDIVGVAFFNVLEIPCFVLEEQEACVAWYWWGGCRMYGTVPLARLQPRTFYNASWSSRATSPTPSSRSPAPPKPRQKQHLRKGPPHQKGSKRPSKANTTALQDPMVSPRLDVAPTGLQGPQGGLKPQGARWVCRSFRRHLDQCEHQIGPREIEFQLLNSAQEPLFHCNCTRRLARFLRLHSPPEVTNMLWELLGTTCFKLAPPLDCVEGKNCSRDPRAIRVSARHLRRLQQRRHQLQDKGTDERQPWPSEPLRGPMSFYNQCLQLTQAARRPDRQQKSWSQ
hgDAF12 agonist = agonists of H. glycines DAF-12 nuclear receptor; HEK293 GAL4-hgDAF12 UAS-luciferase reporter, agonist luminescence; normalized to butyrate control; activation, % at 6.8 µM; 370,000 tested, 1.8% active; AID 687014;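 active = activation above a cutoff set at the mean of all screened compounds plus 3 SD, cut at about 10% in these data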;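 note: 0% = DMSO wells and 100% = sodium butyrate wells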
hcDAF12 agonist = H. contortus DAF-12 activation, primary screen; HEK293 hcDAF-12 lit1-tk-luc reporter, luminescence; 0% DMSO, 100% Δ7-dafachronic acid; activation, % at 6.8 µM; 370,000 tested, 1.4% active;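 active = activation above the mean of all tested compounds plus 3 SD, cut at about 5.5% in these data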;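 note: 100% = response to 3 µM Δ7-dafachronic acid high control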
DAX1 inh-2 = DAX1 (NR0B1) inhibition, primary screen; HEK293T StAR-luciferase reporter, SF-1/DAX-1 repression relief; inhibition, % at 6.8 µM; 370,000 tested, 1.1% active; AID 652010;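 active = inhibition above the mean over all tested compounds plus 3 SD, cut at about 3.6% in these data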;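 note: 0% = DAX-1 cells with DMSO and 100% = cells lacking DAX-1 with DMSO; higher inhibition means more luminescence from relief of DAX-1 repression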
PLC-beta3 inh = blocks human PLC-beta3 enzyme activity. Q01970. Purified PLC-beta3, fluorogenic substrate, fluorescence. inhibition, % at 12.2 µM. 370,000 tested, 0.18% active. AID 720704; in the data active = inhibition above about 11%;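 note: 0% = median of compound wells on plate and 100% = full blocker control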
SMARCA2 activ = increases SMARCA2 function in MMTV reporter cells. AID 652017. MG213 cells, MMTV-luciferase reporter, dexamethasone, overnight. activation, % at 9.1 µM. 370,000 tested, 1% active; in the data active = activation above about 7.8%;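 note: 0% = vehicle wells and 100% = reference activator wells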
FXN GAA850 act = frataxin GAA850 promoter activation; HEK293 lucGAA850 FXN promoter luciferase reporter, 24 h; percent of 10 µM SAHA response; activation, % at 6 µM; 360,000 tested, 0.56% active; AID 540364;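 active = activation above the average of all compounds screened plus 3 SD, cutoff fixed separately per campaign, cut at about 7.5% in these data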;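 note: 0% = DMSO wells and 100% = 10 µM SAHA wells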
ssDAF-12 act = activates DAF-12 receptor from parasite S. stercoralis; AID 652126; 370,000 tested, 1% active; activation, % at 6.8 µM; HEK293 ssDAF-12/GRIP1 lit1-tk-luc reporter, luminescence; % of 3 µM dafachronic acid response;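 active = activation above the mean over all tested compounds plus 3 SD, cut at about 0.9% in these data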;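 note: 0% = DMSO-only wells and 100% = 3 µM delta7-dafachronic acid wells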
* = called active by the depositor; / = no result given.

SMILES	PG9 Ab binder	Rev-erbA mod	DAX1 inh-1	HGIII-sPLA2 inh	hgDAF12 agonist	hcDAF12 agonist	DAX1 inh-2	PLC-beta3 inh	SMARCA2 activ	FXN GAA850 act	ssDAF-12 act
Cc1ccc(S(=O)(=O)N/N=C(\c2ccccc2)c2cccnc2)cc1	1.0	4	1.6	-1	-0.6	-1.0	0.0	-1	0	-0.1	-1.4
C=CCCC(=O)N1C[C@H]2CON(C)[C@H]2C[C@H]1c1ccc(-n2ccnc2)cc1	0.6	2	/	5	-0.6	-1.1	-0.2	2	2	/	-0.2
COc1cccc(CNC(=O)CCCNS(=O)(=O)c2cccs2)c1	-2.2	-4	0.1	-2	-0.8	0.6	1.1	2	0	2.0	-1.2
COC(=O)CNC(=O)C1Cc2ccccc2CN1S(=O)(=O)c1cccs1 (stereo unspecified)	-0.6	-5	2.5	0	-2.6	-0.1	-0.2	-5	-3	2.5	-1.0
Cc1cccc2[nH]c(CCNC(=O)C3CCC(=O)N(CCc4cccc(F)c4)C3)nc12 (stereo unspecified)	-1.5	2	0.0	0	2.2	-2.2	0.1	1	5	-0.5	-1.3
c1ccc(SCc2nc3ccccc3[nH]2)nc1	-2.7	-5	0.6	-1	6.0	3.2	0.1	-3	3	2.1	0.3
COCCNC(=O)COc1cc(=O)n(C)c2ccccc12	2.9	-1	0.2	4	-1.5	-1.1	0.0	1	-2	2.4	-1.3
O=C(NCCc1ccccc1)/C(=C\c1cccc([N+](=O)[O-])c1)NC(=O)c1ccco1	-0.6	1	0.1	1	-3.5	-0.3	-0.5	-11	0	-1.9	-1.4
Cc1ccccc1NC(=O)c1c(Cl)nc(C)c(Cl)c1C	-0.5	1	0.9	19	-0.1	-3.1	-0.3	6	-1	1.1	-0.4
CCC(NC(=O)CNC(=O)c1ccc2c(c1)OCO2)c1ccc(Br)cc1 (stereo unspecified)	0.0	-3	-0.8	-13	2.4	-1.4	-2.5	-1	-1	0.4	-1.0
O=C(COC(=O)/C=C/c1ccc(Br)o1)Nc1cccc(S(=O)(=O)N2CCOCC2)c1	0.8	-34	0.4	-12	3.9	-2.0	0.6	-15	-3	-0.6	-0.8
Cc1ccc2nc(NCCc3ccc(Cl)cc3)c3nncn3c2c1	-2.4	28*	1.5	-4	0.5	0.1	0.0	-3	0	1.2	-1.1
CCOc1ccc(-c2c(=O)n(OCc3ccccc3Br)c3ccccc3[n+]2[O-])c(OCC)c1	2.4	-1	4.1	7	0.3	-0.9	-0.7	-8	-3	-2.3	-1.9
CC1Cn2c(nc3c2c(=O)[nH]c(=O)n3C)O1 (stereo unspecified)	-1.7	2	2.1	7	-0.1	-1.8	-0.2	1	0	-0.6	-1.0
CCOc1cc(CNc2nn[nH]n2)ccc1OCC(=O)NC(C)(C)C	1.1	7	0.0	-4	0.3	-0.3	0.6	-1	-3	1.2	-1.1
Cc1nc2nc[nH]n2c(=O)c1CCC(C)C	-0.2	-2	1.6	2	-0.4	-0.3	0.1	2	0	4.7	-1.0
O=C(CN1N=C(c2ccccc2)CCC1=O)NCc1ccco1	-1.4	2	/	1	0.7	-1.7	0.3	2	-3	/	-0.8
C[C@H](O)[C@@H]1C(=O)N2CCc3ccc(N4CCOCC4)cc3[C@@H]2C[C@@H]1N(C)S(=O)(=O)c1ccccc1	1.0	0	-0.4	4	0.0	-1.6	0.0	-89	-5	-4.2	-1.1
COc1ccccc1NC(=O)CC1S/C(=N/N=C2\CCCc3ccccc32)NC1=O (stereo unspecified)	-1.5	0	1.0	-25	1.1	-2.0	-0.5	4	-1	-1.0	-0.2
CCCCN(C(=O)c1ccc(S(=O)(=O)N(CC)CC)cc1)c1c(N)n(CCC)c(=O)[nH]c1=O	-0.9	5	-0.4	3	0.4	-0.6	0.0	-3	2	0.3	-0.6
O=C(CN1NS(=O)(=O)c2ccccc2C1=O)Nc1ccccc1OC(F)F	-1.0	-1	-0.9	4	0.0	0.0	-0.1	-1	-4	0.6	-1.2
CSc1ncccc1C(=O)Nc1ccc2c(c1)OCCO2	-1.9	3	1.2	9	-2.1	-0.6	-1.4	-1	1	-2.5	-1.7
O=C1NC(NS(=O)(=O)c2ccccc2)(C(F)(F)F)C(=O)N1Cc1ccccc1 (stereo unspecified)	0.8	-6	0.9	3	1.6	-0.8	-0.1	-8	1	-0.3	-0.2
CCOC(=O)c1cc(S(=O)(=O)N2CCN(c3ccccc3OC)CC2)cn1C	-2.0	2	-0.1	-11	1.2	-1.2	-1.5	-4	-1	-0.2	-0.9
COC(=O)c1nn(-c2ccccc2)c(=O)cc1Oc1ccccc1	1.6	3	0.3	-2	0.0	0.7	0.8	0	-6	-1.7	-1.2
CC1CCN(S(=O)(=O)c2ccc3c(ccn3CCC(=O)NC(C)C)c2)CC1	-1.3	-5	0.2	-2	-2.2	-1.8	0.2	-7	-3	0.3	-1.0
O=C(CN(Cc1ccco1)C(=O)CNS(=O)(=O)c1ccc(Cl)cc1)NCC1CCCO1 (stereo unspecified)	1.1	1	0.3	8	-2.9	-0.9	-0.4	-5	-2	2.0	-1.3
O=S(=O)(NCCCCNS(=O)(=O)c1ccc(F)cc1)c1ccc(F)cc1	1.1	-4	-1.8	-17	-1.9	-0.3	0.3	-2	-3	2.1	-0.2
COc1ccc(-c2[nH]n(-c3ccc([N+](=O)[O-])cc3)c(=O)c2C=NCc2ccncc2)cc1	0.3	2	0.6	-14	0.3	0.3	-0.4	-27	1	1.0	-0.5
Cc1ccc(NC(=O)CSc2nc(N)cc(=O)[nH]2)cc1S(=O)(=O)N1CCCCCC1	1.3	3	1.5	4	-1.6	-0.6	-0.3	0	-4	1.8	-1.0
CCNS(=O)(=O)c1ccc(CCC(=O)N2CCN(c3ccc(OC)cc3)CC2)cc1	0.4	-1	0.6	-2	-0.6	-1.1	-0.1	-1	-2	-0.5	-1.0
Cc1ccccc1C(=O)NNc1ncnc2c1cnn2C	-1.5	-4	0.1	3	0.3	-2.7	-1.2	-4	4	1.6	-2.0
O=C(CNC(=O)c1ccco1)N/N=C/c1c[nH]c2ccccc12	-2.1	-1	-0.9	-5	1.2	4.5	1.7	-7	-1	1.7	-0.3
CCOC(=O)c1ccc(N2Cc3ccccc3C2=NC(=O)c2cccc([N+](=O)[O-])c2)cc1	-1.4	-5	2.8	-1	1.3	0.3	1.3	-13	7	7.8*	-1.3
Nc1ccn([C@@H]2O[C@H](C(=O)N[C@H](COC=O)Cc3ccccc3)[C@@H](O)[C@H]2O)c(=O)n1	-1.8	7	/	2	-3.3	-0.6	-0.1	0	2	/	-1.5
CC(=O)OCC1(C)CN(c2ccccc2)N(C(=O)c2ccc(F)cc2)C1=O (stereo unspecified)	-1.5	-9	-1.1	-9	-4.9	-1.7	-1.3	2	-2	0.6	-1.1
Cc1ccc(/C=C/C(=O)O)cc1S(=O)(=O)Nc1ccc(C(=O)O)cc1	-1.2	-2	1.5	8	3.6	-2.2	1.1	-5	-6	1.7	-0.5
O=C(Nc1cccc(-c2ccc(N3CCOCC3)nn2)c1)c1ccccc1	-0.7	0	-1.4	4	5.7	1.7	4.7*	-15	8	4.0	-0.8
CNC(=O)C1CC(=O)N(CCc2ccccc2)C(=Nc2ccc(OC)cc2)S1 (stereo unspecified)	0.3	4	0.0	-1	-3.1	-1.7	-0.9	2	-5	2.9	-0.9
Cc1cc(OCc2nc(-c3ccc(NC(=O)c4cccnc4)cc3)no2)ccc1Cl	0.1	-5	1.4	5	1.1	-0.8	-0.2	-4	-3	-1.8	-0.8
COC(=O)[C@H](C(C)C)N(Cc1cn(Cc2ccccc2)nn1)S(=O)(=O)c1ccccc1Br	/	2	/	-1	-0.7	-0.8	-0.5	4	2	/	-0.8
COc1ccc(CCN2C(=O)COc3ccccc3C2C(=O)NCc2ccccc2)cc1OC (stereo unspecified)	2.7	-7	/	-1	1.1	-1.5	-0.3	-2	1	/	-1.6
Clc1cc(Cl)c2nc(N3CCCC3)sc2c1	1.6	4	0.6	14	11*	2.3	2.7	-1	-6	2.0	-0.2
Cc1ccc(S(=O)(=O)NCCCCCC(N)=O)cc1	-0.6	0	-0.2	-5	0.1	-1.8	-0.3	3	-1	-1.0	-1.2
Cn1ncc(N=Cc2ccccc2[N+](=O)[O-])c1C(N)=O	-1.0	0	1.3	-5	-1.2	-0.9	-0.5	-4	4	-0.1	-0.9
CN(C)c1c(N)[nH]c2c(c1=O)c(=O)n(C)c(=O)n2C	-3.2	14	-1.9	18	0.0	-1.6	0.0	-2	-2	0.1	-0.4
CCOC(=O)c1sc(NC(=O)CSc2nccc(C)n2)c(C#N)c1C	0.8	0	0.0	1	3.9	-1.4	0.5	-2	-1	-1.7	-0.8
CC(=O)Nc1nc(C)nc(-c2ccccc2)c1C(C)=O	0.6	6	1.3	7	-2.7	-0.7	-0.2	0	-3	-0.6	-0.8
Cc1c(N=O)c(-c2ccccc2)n(O)[n+]1[O-]	-7.5	4	1.6	-9	-0.1	0.6	-0.5	2	2	4.7	-1.3
COC(=O)c1cc(CN2CCN(c3ccccc3C)CC2)ccc1O	-2.3	3	-1.2	-6	-1.7	2.0	-0.3	-1	-2	1.8	-1.4
CCCCC(=O)Nc1ccc(C(=O)NNC(=O)c2ccco2)cc1	-0.4	-1	0.9	3	-1.1	-0.6	-0.1	-6	-1	1.4	-0.8
Cc1cc(NC(=O)Cc2cccs2)nn1CC(=O)NCc1ccco1	-3.4	7	-0.1	2	2.1	-0.7	-0.2	4	-1	0.6	-1.0

Full records as entered above. Order of screens: PG9 Ab binder	Rev-erbA mod	DAX1 inh-1	HGIII-sPLA2 inh	hgDAF12 agonist	hcDAF12 agonist	DAX1 inh-2	PLC-beta3 inh	SMARCA2 activ	FXN GAA850 act	ssDAF-12 act
Entry for CCOC(=O)c1sc(NC(=O)CSc2nccc(C)n2)c(C#N)c1C : 0.8	0	0.0	1	3.9	-1.4	0.5	-2	-1	-1.7	-0.8
Entry for COC(=O)c1cc(CN2CCN(c3ccccc3C)CC2)ccc1O : -2.3	3	-1.2	-6	-1.7	2.0	-0.3	-1	-2	1.8	-1.4
Entry for Cn1ncc(N=Cc2ccccc2[N+](=O)[O-])c1C(N)=O : -1.0	0	1.3	-5	-1.2	-0.9	-0.5	-4	4	-0.1	-0.9
Entry for Cc1cc(NC(=O)Cc2cccs2)nn1CC(=O)NCc1ccco1 : -3.4	7	-0.1	2	2.1	-0.7	-0.2	4	-1	0.6	-1.0
Entry for COc1ccc(CCN2C(=O)COc3ccccc3C2C(=O)NCc2ccccc2)cc1OC (stereo unspecified) : 2.7	-7	/	-1	1.1	-1.5	-0.3	-2	1	/	-1.6
